Screening results deposited in PubChem BioAssay by several laboratories.
TcdB GH inh = inhibitors of Clostridioides difficile toxin B glycohydrolase. TcdB glycohydrolase enzymatic assay, plate reader. inhibition, % at 9.99 µM. actives 0.24% (n = 350,000). AID 652162; in the data active means inhibition above about 10%
Target sequence (P18177 whole entry, looked up): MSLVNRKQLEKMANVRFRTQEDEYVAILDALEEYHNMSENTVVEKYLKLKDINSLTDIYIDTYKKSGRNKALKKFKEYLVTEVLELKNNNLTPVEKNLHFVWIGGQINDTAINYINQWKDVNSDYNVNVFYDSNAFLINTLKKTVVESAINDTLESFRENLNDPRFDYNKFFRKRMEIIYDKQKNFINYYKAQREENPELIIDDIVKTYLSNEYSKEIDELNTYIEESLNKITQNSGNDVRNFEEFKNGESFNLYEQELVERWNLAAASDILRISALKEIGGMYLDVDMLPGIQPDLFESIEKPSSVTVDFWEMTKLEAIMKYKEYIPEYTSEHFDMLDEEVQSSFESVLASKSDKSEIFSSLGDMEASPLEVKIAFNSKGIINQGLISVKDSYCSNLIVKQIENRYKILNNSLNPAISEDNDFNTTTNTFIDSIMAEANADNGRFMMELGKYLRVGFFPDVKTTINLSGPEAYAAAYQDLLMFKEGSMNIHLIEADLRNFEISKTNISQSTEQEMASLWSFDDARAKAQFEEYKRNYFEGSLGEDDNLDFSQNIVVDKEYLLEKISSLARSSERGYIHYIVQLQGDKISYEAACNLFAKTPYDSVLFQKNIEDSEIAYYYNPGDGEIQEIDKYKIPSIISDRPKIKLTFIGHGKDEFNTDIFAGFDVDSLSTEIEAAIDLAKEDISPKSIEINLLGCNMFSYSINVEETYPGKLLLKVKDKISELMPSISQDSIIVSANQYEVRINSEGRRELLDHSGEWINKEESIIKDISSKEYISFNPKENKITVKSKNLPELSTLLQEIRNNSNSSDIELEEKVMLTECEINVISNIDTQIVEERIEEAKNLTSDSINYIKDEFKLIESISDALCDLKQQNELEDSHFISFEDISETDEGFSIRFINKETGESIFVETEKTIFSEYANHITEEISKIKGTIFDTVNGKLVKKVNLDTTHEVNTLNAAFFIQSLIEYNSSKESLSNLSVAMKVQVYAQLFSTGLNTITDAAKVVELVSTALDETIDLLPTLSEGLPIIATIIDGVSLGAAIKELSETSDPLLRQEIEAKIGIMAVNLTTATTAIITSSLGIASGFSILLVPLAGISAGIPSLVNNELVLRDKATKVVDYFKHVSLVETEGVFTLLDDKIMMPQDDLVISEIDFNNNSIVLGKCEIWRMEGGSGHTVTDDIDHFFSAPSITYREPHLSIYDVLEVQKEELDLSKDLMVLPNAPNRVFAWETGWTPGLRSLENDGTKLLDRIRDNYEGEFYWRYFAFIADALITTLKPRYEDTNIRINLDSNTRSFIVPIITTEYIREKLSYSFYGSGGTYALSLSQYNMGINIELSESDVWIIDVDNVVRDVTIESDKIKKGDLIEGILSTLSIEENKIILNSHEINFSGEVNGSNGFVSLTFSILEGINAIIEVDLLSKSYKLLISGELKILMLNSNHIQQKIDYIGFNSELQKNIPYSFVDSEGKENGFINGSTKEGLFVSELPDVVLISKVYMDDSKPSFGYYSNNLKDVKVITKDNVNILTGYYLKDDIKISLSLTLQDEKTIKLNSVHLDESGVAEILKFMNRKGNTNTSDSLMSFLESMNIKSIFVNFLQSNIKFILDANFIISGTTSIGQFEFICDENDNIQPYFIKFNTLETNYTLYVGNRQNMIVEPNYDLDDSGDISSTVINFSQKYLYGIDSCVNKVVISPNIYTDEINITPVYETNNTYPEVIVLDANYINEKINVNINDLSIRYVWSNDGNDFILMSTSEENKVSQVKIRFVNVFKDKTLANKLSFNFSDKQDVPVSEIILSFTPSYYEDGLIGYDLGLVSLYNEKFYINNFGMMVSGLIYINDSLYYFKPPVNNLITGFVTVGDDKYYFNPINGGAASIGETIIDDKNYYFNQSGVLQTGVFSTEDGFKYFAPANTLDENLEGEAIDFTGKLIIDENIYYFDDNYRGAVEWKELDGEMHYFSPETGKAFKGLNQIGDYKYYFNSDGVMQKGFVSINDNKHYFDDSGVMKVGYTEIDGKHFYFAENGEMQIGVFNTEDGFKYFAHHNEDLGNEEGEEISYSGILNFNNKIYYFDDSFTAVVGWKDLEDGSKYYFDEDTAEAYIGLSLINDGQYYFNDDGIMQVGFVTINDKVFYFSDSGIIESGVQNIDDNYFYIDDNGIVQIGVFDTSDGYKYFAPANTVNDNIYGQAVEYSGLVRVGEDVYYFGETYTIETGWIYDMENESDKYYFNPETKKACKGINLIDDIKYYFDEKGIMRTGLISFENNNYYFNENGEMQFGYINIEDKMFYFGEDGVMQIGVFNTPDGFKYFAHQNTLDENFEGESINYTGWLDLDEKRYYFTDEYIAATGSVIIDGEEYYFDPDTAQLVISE
PrPC surface inh = reduces human prion protein on the cell surface; P04156; cell surface PrPC, TR-FRET read-out; inhibition, % at 13.8 µM; actives 0.43% (n = 370,000); in the data active means inhibition above about 24%; further: 0% = median of the test wells and 100% = reference compound wells
PriA SSB inh = K. pneumoniae PriA-SSBct interaction inhibition; AlphaScreen SSBct-PriA binding, biotinylated peptide; inhibition, % at 33 µM; actives 0.6% (n = 430,000); in the data active means inhibition mostly above about 37%, no sharp cut-off; inactive means mostly below about 20%;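 further: plate controls were negative control peptide for no effect and reference peptide for full effect; strong numbers were not always called active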
PfHsp40 yeast = restores yeast growth despite PfHsp40 toxicity. S. cerevisiae expressing PfHsp40, growth rescue, ATP luminescence. growth rescue, % at 12.5 µM. actives 0.68% (n = 340,000). AID 504582; in the data active means growth rescue above about 28%, passing the limit was not always enough;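 further: yeast W303a lacking pdr1 and pdr3 grown in galactose medium; growth measured after three days at 30 °C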
3CLpro inhibitor = SARS-CoV 3CLpro protease inhibition | P0C6X7 | actives 0.14% (n = 290,000) | recombinant SARS-CoV 3CLpro, quenched FRET peptide cleavage | AID 1706 | inhibition, % at 6 µM; in the data active means inhibition above about 12%
Yp Topo-I inh = Y. pestis Topo-I inhibition via cleavage products; Y. pestis Topo-I cleavage product accumulation, plate reader; activity, % at 10 µM; actives 0.064% (n = 360,000); AID 504884; in the data active means activity above about 50%, passing the limit was not always enough; further: inactives centre near 2
BH1578 lux ind = induces V. cholerae light production without autoinducers; V. cholerae BH1578 lux reporter, luminescence, 6 h; activation, % at 18.7 µM; actives 0.16% (n = 350,000); AID 588436; in the data active means activation mostly above about 9.7%, no sharp cut-off; further: not every result past the cut was called active; inactives centre near 0; reference of the scale not given here
Anthrax LF inh2 = anthrax lethal factor protease inhibition | inhibition, % at 10 µM | actives 0.12% (n = 360,000) | P15917 | multiplex microsphere protease cleavage assay, LF; further: plate controls were buffer without enzyme for full effect and enzyme alone for no effect
BoNT A protease = BoNT A light chain protease inhibition; multiplex microsphere protease substrate cleavage, flow cytometry; inhibition, % at 10 µM; actives 0.17% (n = 360,000); further: plate controls were buffer without enzyme for full effect and enzyme alone for no effect
* marks the source's active call; other numbers are inactive results; i = inactive; · = not tested or not shown; & = joins results of further samples. Unless noted, no stated cut-off is given here; in the data, active means inhibition above about 30%; inconclusive means no clear call, values can overlap the other calls; inactive means below that. Not all compounds are listed; count on the stated rates, not on these rows.

#	compound	TcdB GH inh	PrPC surface inh	PriA SSB inh	PfHsp40 yeast	3CLpro inhibitor	Yp Topo-I inh	BH1578 lux ind	Anthrax LF inh2	BoNT A protease
1	CCSC(=Nc1ccccc1)N1CCOCC1	-0.7	6.6	-9.6&4.0	·	·	5.4	-1.2	0.2	-0.8
2	CS(=O)(=O)N(CC(=O)Nc1ccc(F)cc1F)c1cccc([N+](=O)[O-])c1	·	-11.3	-12.1	-1.0	-3.5	-5.8	6.0	2.0	-0.1
3	CC[C@H](C)[C@H](NC(=O)OCc1ccccc1)C(=O)OCC(=O)Nc1ccc(N2CCOCC2)cc1	4.1	-7.2	21.5	1.9	·	18.2	i	-0.6	1.0
4	CC(C)n1c(SCC(=O)Nc2nc3ccccc3s2)nc2c1c(=O)n(C)c(=O)n2C	·	6.5	-1.6	-0.5	-0.9	-1.8	i	-1.4	-0.9
5	Cc1ccc(N2C(=O)c3ccccc3C2Nc2ccc(S(=O)(=O)N3CCOCC3)cc2)nc1 (stereo not given)	2.3	-4.6	-5.4	-0.7	-0.5	18.8	-0.3	-3.0	0.7
6	CCOC(=O)CC(=O)Nc1ccsc1C(N)=O	0.9	9.1	-1.9	-0.4	0.0	1.6	-0.4	-0.8	-0.8
7	CCn1c(SCC(=O)N2CCOCC2)nc2ccccc21	1.1	0.4	-14.3	0.9	-0.7	-9.8	0.4	6.0	-0.2
8	O=C(CCC1CCN(C(=O)c2ccccc2Cl)CC1)NCc1ccc(F)cc1	-0.6	-3.7	9.0	0.2	1.1	8.1	i	1.1	0.9
9	CCC1CN(C(=O)N2CCC(C(=O)NCc3cc(OC)c(OC)c(OC)c3)CC2)c2ccccc2O1 (stereo not given)	0.5	-3.8	-1.8	-0.6	2.1	26.1	-0.1	0.6	-0.3
10	O=C(Nc1ccc(Cl)cc1C(=O)c1ccccc1)c1ccc(Br)o1	·	-4.8	-9.6	4.5	-2.9	4.5	-0.2	0.4	0.9
11	Cc1cc(=O)c(C(=O)O)nn1-c1cccc(C(F)(F)F)c1	-3.2	7.9	-9.7	-0.6	2.4	0.6	-5.6	-12.2	1.7
12	CCc1ccc(NC(=O)CSc2nc(=O)n(CCN(C)C)c3c2CCCC3)cc1	0.7	-0.4	-5.0	·	·	-2.6	i	-4.9	-4.6
13	CCC(=O)N1CCc2cc(S(=O)(=O)N(C)c3ccc(OC)cc3OC)ccc21	0.0	4.5	-1.4	-1.2	7.3	-0.2	1.2	-2.9	-1.6
14	C/C(=N/O)c1no[n+]([O-])c1/C(C)=N\O	-0.1	-4.0	·	-0.4	-2.1	0.5	i	3.6	-1.8
15	O=C(N/N=C/c1ccc(COc2ccc(Br)cc2)o1)c1ccc2c(c1)OCO2	-2.1	-0.5	·	2.7	-1.2	4.9	-0.8	-5.3	-2.1
16	CSc1nc2nc(-c3ccc(F)cc3)c(CCN3CCN(C)CC3)cn2n1	-0.1	3.3	1.0	0.5	1.0	5.2	-0.1	1.8	-0.4
17	O=C(NCCN1CCOCC1)c1ccc2ccccc2c1	·	-1.6	2.8	17.2	1.9	-6.2	0.1	-1.5	0.7
18	COc1cc(C(=O)N2CCC(C(=O)Nc3cccc(C(C)=O)c3)CC2)cc(OC)c1OC	·	1.7	-11.8	-0.2	-7.9	-6.9	·	-14.1	-0.1
19	Cc1ccc(Nc2nnc(SCC(=O)NC(Cc3c[nH]c4ccccc34)C(=O)O)s2)cc1 (stereo not given)	2.8	-4.2	1.6	-0.4	-0.6	2.3	0.9	0.1	-0.7
20	CN(C)c1cccc(C(=O)NNC(=O)NC2CCCCC2)c1	-1.8	-3.2	2.1	-0.2	2.0	-1.0	i	-1.4	-0.9
21	Cc1cc(C)c(N(CC(=O)NCc2ccccc2)C(=O)c2csnn2)c(C)c1	-0.7	3.4	3.2	-1.6	0.5	-14.6	-0.3	1.4	0.9
22	N#CC1C(=O)NC(=O)C(C#N)C12CCCC2 (stereo not given)	-0.2	3.9	·	·	·	·	·	9.5	-0.4
23	Cn1c(SCC(=O)NC(C)(C)C)nnc1-c1cnccn1	·	0.6	-1.7	-0.6	2.1	5.1	5.0	-2.1	-0.5
24	O=C(NCCCn1ccnc1)NC(C(F)(F)F)C(F)(F)F	·	-1.2	-2.9	2.4	2.3	-3.2	-0.3	-7.3	-0.5
25	Cc1ccccc1NC(=O)CSc1n[nH]c(-c2ccco2)n1	2.3	-3.0	-10.3	-1.4	-3.3	-4.8	-0.2	-1.5	-0.1
26	O=C(CCC(=O)N1CCOc2ccccc21)N1CCCCC1	0.2	-0.5	5.2	-1.5	-3.8	-4.3	-0.3	-7.4	-0.2
27	CC1(C)[N+]([O-])=C2C(=[N+]([O-])C1(C)C)c1ccccc1/C2=N\O	·	-14.6	·	0.3	-6.4	0.8	i	0.5	0.1
28	N#CCN(C(=O)COC(=O)C1CC2CCCC(C1)C2=O)c1ccccc1 (stereo not given)	-1.3	-8.0	2.0	0.1	·	-7.9	i	2.1	5.7
29	COC(=O)c1c(NC(=O)c2ccco2)sc2c1CCN(C(C)=O)C2	2.4	0.6	-4.4	0.6	2.1	10.5	-2.9	-5.0	0.9
30	CSc1ccccc1NC(=O)CN(C)CC(=O)NCc1ccccc1	1.6	6.6	-2.3	1.8	2.1	0.6	2.0	4.2	0.5
31	CN(c1ccc(OCC(=O)NCc2cccnc2)cc1)S(=O)(=O)c1ccc(Cl)cc1	0.9	8.1	-14.5	0.6	3.1	35.2	-1.4	-4.8	-0.8
32	CCOC(=O)C(NC(=O)CC)(Nc1sc2c(c1C(=O)OC)CCN(C)C2)C(F)(F)F (stereo not given)	·	-3.4	-18.8	-0.3	-2.5	-5.7	-0.4	-1.0	0.4
33	O=C(NC1CC1)C1CCN(C2CCN(C(=O)/C=C/c3cccs3)CC2)CC1	0.1	-14.3	3.2	-0.8	-2.6	4.4	i	-1.5	0.5
34	Cc1ccc(N2CN(Cc3cccnc3)CNC2=S)cc1	·	1.4	-12.4	-0.3	6.9	0.3	-0.2	4.2	1.1
35	O=C(NCCN1CCOCC1)c1cc(-c2ccc(Br)cc2)on1	·	5.0	-1.4	-1.3	0.8	0.8	-0.5	-2.2	-0.9
36	COc1ccc(C2C3=C(CC(C)(C)CC3=O)Nc3c2c(=O)[nH]c(=O)n3Cc2ccccc2)cc1 (stereo not given)	·	-6.4	10.1	0.2	-1.5	7.3	-4.0	-2.7	0.1
37	O=C(c1ccc(F)cc1)N1CCN(C2CCC(c3ccccc3)CC2)CC1 (stereo not given)	0.6	1.5	2.8	-1.6	-2.1	10.6	-0.3	1.5	-0.5
38	O=C(CSc1ccccc1)NN1C(=O)c2ccccc2C1=O	1.3	6.5	10.2	-1.0	-3.0	1.5	1.5	-1.9	0.7
39	C/C=C(\C)C(=O)N[C@@H](c1ccccc1)[C@@H](O)C(=O)O[C@H]1C[C@@]2(O)[C@@H](OC(=O)c3ccccc3)C3[C@](C)(C(=O)[C@H](OC(C)=O)C(=C1C)C2(C)C)[C@H](O)C[C@H]1OC[C@@]31OC(C)=O (stereo not given in full)	·	22.8	-6.5	1.2	4.5	26.1	-0.5	1.8	-0.4
40	COc1ccc(C(=O)Nc2ccccc2C(=O)N/N=C/c2ccccc2OC)cc1	·	0.9	·	0.2	3.3	2.0	-1.8	3.3	-0.4

4 entries already listed, sorted by length of the SMILES, lowest first:
#	compound	TcdB GH inh	PrPC surface inh	PriA SSB inh	PfHsp40 yeast	3CLpro inhibitor	Yp Topo-I inh	BH1578 lux ind	Anthrax LF inh2	BoNT A protease
40	COc1ccc(C(=O)Nc2ccccc2C(=O)N/N=C/c2ccccc2OC)cc1	·	0.9	·	0.2	3.3	2.0	-1.8	3.3	-0.4
33	O=C(NC1CC1)C1CCN(C2CCN(C(=O)/C=C/c3cccs3)CC2)CC1	0.1	-14.3	3.2	-0.8	-2.6	4.4	i	-1.5	0.5
31	CN(c1ccc(OCC(=O)NCc2cccnc2)cc1)S(=O)(=O)c1ccc(Cl)cc1	0.9	8.1	-14.5	0.6	3.1	35.2	-1.4	-4.8	-0.8
39	C/C=C(\C)C(=O)N[C@@H](c1ccccc1)[C@@H](O)C(=O)O[C@H]1C[C@@]2(O)[C@@H](OC(=O)c3ccccc3)C3[C@](C)(C(=O)[C@H](OC(C)=O)C(=C1C)C2(C)C)[C@H](O)C[C@H]1OC[C@@]31OC(C)=O (stereo not given in full)	·	22.8	-6.5	1.2	4.5	26.1	-0.5	1.8	-0.4

Shown with two lines to a compound: part of the list above
Every second line gives: TcdB GH inh, PrPC surface inh, PriA SSB inh, PfHsp40 yeast, 3CLpro inhibitor, Yp Topo-I inh, BH1578 lux ind, Anthrax LF inh2, BoNT A protease
38: O=C(CSc1ccccc1)NN1C(=O)c2ccccc2C1=O
  1.3, 6.5, 10.2, -1.0, -3.0, 1.5, 1.5, -1.9, 0.7
39: C/C=C(\C)C(=O)N[C@@H](c1ccccc1)[C@@H](O)C(=O)O[C@H]1C[C@@]2(O)[C@@H](OC(=O)c3ccccc3)C3[C@](C)(C(=O)[C@H](OC(C)=O)C(=C1C)C2(C)C)[C@H](O)C[C@H]1OC[C@@]31OC(C)=O (stereo not given in full)
  ·, 22.8, -6.5, 1.2, 4.5, 26.1, -0.5, 1.8, -0.4

(next part)
#	compound	TcdB GH inh	PrPC surface inh	PriA SSB inh	PfHsp40 yeast	3CLpro inhibitor	Yp Topo-I inh	BH1578 lux ind	Anthrax LF inh2	BoNT A protease
41	Cc1cc(NC(=O)C(C)SCC(=O)Nc2nc3c(F)cc(F)cc3s2)no1 (stereo not given)	1.9	0.9	-11.2	-0.9	·	-1.6	-0.3	-3.0	-4.0
42	COc1ccc(-c2noc(CSc3nc4sc(C)c(C)c4c(=O)n3-c3ccccc3)n2)cc1	0.0	0.7	-2.1	-0.6	-6.0	0.9	-0.2	-0.2	0.2
43	Cn1c(=O)c2c(nc(Oc3cccc(O)c3)n2C)n(C)c1=O	0.8	5.7	-10.0	-0.2	2.1	4.0	i	13.4	-0.4
44	O=C(C1CC1)N1N=C(C2CCCCC2)CC1(O)C(F)(F)F (stereo not given)	3.0	-6.0	-11.2	-1.6	2.0	6.1	-0.5	0.8	1.3
45	COC(=O)c1ccccc1C(=O)N1CCOCCOCCOCC1	-0.6	-4.4	-6.9	-0.8	-0.2	-0.1	i	-2.1	0.0
46	COc1cc(CNc2nc(C)c([N+](=O)[O-])c(C)c2C#N)cc(OC)c1	·	1.0	-5.9	0.6	-5.1	16.8	-1.8	-3.3	-0.6
47	Cc1ccc(NC(=O)/C(=C\c2ccc3c(c2)OCO3)NC(=O)c2ccco2)cc1	·	-9.9	-11.6	-0.6	4.4	11.2	-0.3	15.8	-0.5
48	Cc1ccc2c(c1)N(CC(=O)NCCCN1CCOCC1)C(=O)c1cccnc1O2	-8.2	-2.0	-1.8	-0.7	-0.7	6.9	-0.2	-5.2	-0.6
49	O=C(O)CCC(=O)Nc1ccccc1Oc1ccccc1	0.4	1.0	-8.2	-0.9	2.8	5.2	-0.5	-2.6	-1.7
50	OC(COc1ccc(Br)cc1)CN1CCN(c2ccccc2)CC1 (stereo not given)	0.5	-3.3	5.5	-0.2	-5.9	22.0	-3.0	-6.6	-1.5
51	Fc1ccccc1/C=N/NC(=S)Nc1ccc(Cl)cc1Cl	0.2	0.5	·	-0.6	-1.5	11.2	-0.3	-1.9	0.0
52	COc1cc(C2C3C(=O)N(c4ccc(F)cc4)C(=O)C3ON2c2ccccc2)ccc1O (stereo not given)	·	3.5	-2.0	2.7	1.7	-5.7	2.0	-0.7	0.0
53	CC(C)c1ccccc1OCC(=O)N1CCCCCCC1	0.7	1.0	-14.1	-1.0	2.2	-3.1	-0.4	-0.5	-7.3
54	Cc1c(NC(=O)C2CCCN2S(=O)(=O)c2ccccc2)c(=O)n(-c2ccccc2)n1C (stereo not given)	·	-3.8	-19.6	-0.4	-4.9	-2.3	i	-0.7	-0.4
